Screens from PubChem.
Casp6 inh – human caspase-6 inhibitors, primary screen, biochemical, VEID-R110 fluorescence, single point, set 2; P55212; purified caspase-6, Z-VEID-R110 cleavage fluorescence; inhibition, % at 12.5 µM; actives 0.53% (n = 350,000); AID 686996, 2013;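 active = mean inhibition across replicates at least about 35%, with every replicate also reaching that limit, limit read from the data; inconclusive = only one of the two criteria met; inactive = neither criterion met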;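 also: 0% = median of neutral control wells and 100% = no fluorescence left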
Target sequence (P55212 24-179 limits assumed): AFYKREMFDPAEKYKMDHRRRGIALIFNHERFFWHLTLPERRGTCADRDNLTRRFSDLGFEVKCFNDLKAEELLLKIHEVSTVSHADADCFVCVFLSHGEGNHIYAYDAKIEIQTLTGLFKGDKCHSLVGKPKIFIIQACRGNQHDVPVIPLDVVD
Target sequence (P55212 194-293 limits assumed): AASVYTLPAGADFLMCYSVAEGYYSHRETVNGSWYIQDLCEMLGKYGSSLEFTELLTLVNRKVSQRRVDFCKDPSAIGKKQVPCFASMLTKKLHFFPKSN
ARNT-TACC3 inh – disruptors of ARNT/TACC3 protein interaction, primary screen, biochemical, AlphaScreen, single concentration. Transforming acidic coiled-coil-containing protein 3 (Homo sapiens), Q9Y6A5. actives 0.66% (n = 390,000). AlphaScreen His-ARNT PAS-B/GST-TACC3 binding, luminescence; TACC3 fragment carries E629A point mutation. inhibition, % at 9.99 µM;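 active = mean inhibition of replicates at least 50% and at least half of replicates each reaching 50%; inconclusive = half or more replicates reach 50% but mean below 50%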;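 also: 0% = complete ARNT plus TACC3 wells and 100% = ARNT alone without TACC3; many hits fall short of the cut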
PAX8 inh HTS – inhibitors of PAX8-driven TPO luciferase reporter, primary screen, RMG-I cells, single concentration; SteadyGlo, 24 h; inhibition, % at 12.6 µM; actives 1.2% (n = 360,000); AID 652154, 2013;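 active = mean replicate inhibition at least 60% with every replicate also reaching 60%; inconclusive = only one of the two criteria is met; inactive = mean below 60% and not all replicates reaching 60%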;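 also: luciferase light reporting Pax8 driven TPO promoter activity; plate controls were median of neutral control wells for no effect and mitoxantrone controls for full effect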
DENV2 CPE rescue – inhibitors of DENV2 cytopathic effect, primary screen, cell-based, plate reader, single concentration; DENV2-infected cells, cytopathic effect rescue; CPE inhibition, % at 9.99 µM; actives 1.7% (n = 350,000); AID 651640, 2012; in the data active = CPE inhibition above about 20%, passing the limit was not always enough; inconclusive = no clear call, values can overlap the other calls; tested in BHK-21 cells;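 also: 0% = median of neutral control wells and 100% = median of positive control wells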
EWS-Fli block – EWS/Fli-driven NR0B1 reporter inhibitors, primary screen, A673 cells, NR0B1 luciferase, luminescence, MLPCN library. actives 0.67% (n = 350,000). AID 651661, 2012. inhibition, % at 12.6 µM. viability-normalised;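 active = mean inhibition of at least 50% after viability correction, with every replicate also passing that limit; inconclusive = mean reaches 50% but only one of two replicates passes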;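 also: firefly luciferase signal divided by Alamar Blue viability fluorescence both relative to DMSO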
LGR2 antag – inhibitors of bursicon-induced LGR2 CRE-luciferase signal, primary screen, cell-based, HEK293, CRE-luciferase reporter, bursicon stimulation; Drosophila bursicon receptor LGR2 (rickets); bursicon-stimulated, 4 h; inhibition, % at 9.99 µM; actives 0.35% (n = 380,000);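 active = drop in luminescence signal, shown as inhibition above about 50% in the replicate tests, limit read from the data, passing the limit was not always enough; inconclusive = probably only some replicates passing the limit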;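 also: agonist challenge used bursicon conditioned medium at about half maximal strength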
SIRT5 block – SIRT5 desuccinylase inhibitors, primary screen, biochemical, fluorescence imaging, single point, set 5. NAD-dependent protein deacylase sirtuin-5, mitochondrial (Homo sapiens), Q9NXA8. Purified SirT5, succinyl-peptide AMC, trypsin-coupled fluorescence. inhibition, % at 15 µM. actives 1.1% (n = 330,000). AID 652115, 2013; in the data active = inhibition above about 15%; inconclusive = no clear call, values can overlap the other calls
Target sequence (Q9NXA8 whole entry, looked up): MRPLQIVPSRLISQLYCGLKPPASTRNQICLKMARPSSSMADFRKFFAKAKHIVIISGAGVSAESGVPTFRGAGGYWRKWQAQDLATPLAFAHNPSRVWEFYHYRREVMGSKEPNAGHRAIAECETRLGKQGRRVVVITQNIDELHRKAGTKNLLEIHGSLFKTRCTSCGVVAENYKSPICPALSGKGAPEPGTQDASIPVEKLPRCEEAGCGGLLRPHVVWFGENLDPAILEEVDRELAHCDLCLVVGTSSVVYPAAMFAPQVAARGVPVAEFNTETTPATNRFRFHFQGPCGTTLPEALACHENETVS
* = called active by the depositor; ? = inconclusive; / = no result given; & = joins results of further samples; ! = not confirmed by another sample. An unsorted share of the library (roughly 4.9% active in at least one column).

compound	PAX8 inh HTS	DENV2 CPE rescue	ARNT-TACC3 inh	SIRT5 block	EWS-Fli block	LGR2 antag	Casp6 inh
C[C@@H]1CN([C@@H](C)CO)C(=O)c2cc(-c3cccc(F)c3)cnc2O[C@H]1CN(C)CC1CCOCC1	-27	15	/	-1	-8	3	/
Cc1noc(C)c1NC(=O)N[C@@H]1CC[C@@H](CCNC(=O)C2CCCCC2)O[C@@H]1CO	-1	-1	-14	5	3	-13	-1
COc1ccc(S(=O)(=O)N2CCCCCC2)cc1NC(C)C(=O)Nc1ccc(NC(C)=O)cc1 (configuration not stated)	5	-1	/	-2	-3	6	-4
COc1cccc(C(O)c2nc(-c3cccc(C(=O)O)c3)cs2)c1 (configuration not stated)	-33	-1	/	-8	-14	-73	-1
CCc1cnc(N2[C@@H](C#N)[C@@H](c3ccc(C4=CCCC4)cc3)[C@@H]2CO)s1	-6	17	2	1	-9	10	0
O=Cc1ccccc1OCCOc1ccc([N+](=O)[O-])cc1	-14	-3	-4	2	-9	-7	-2
CCS(=O)(=O)N1[C@H](CO)[C@@H](c2ccccc2)C12CN(C(=O)C1CCC1)C2	/	-6	/	2	3	-27	1
COCCn1c(SCC(=O)NCc2ccc3c(c2)OCO3)nc2ccccc2c1=O	7	19	-8	-1	-7	9	0
C[C@@H]1CN([C@H](C)CO)C(=O)Cc2cc(NC(=O)CCCCCC(=O)Nc3ccccc3N)ccc2O[C@@H]1CN(C)S(=O)(=O)c1cn(C)cn1	/	-9	-9	-8	-9	-19	1
COc1ccc(N2CCN(C(=O)c3cc(=O)c4cc(C)c(C)cc4o3)CC2)cc1	-7	-3	19	0	5	-13	-4
COC(=O)c1ccc(NC(=O)N(c2ccccc2)c2ccccc2)cc1	16	-5	3	-2	2	-5	1
C[C@@H]1CN([C@@H](C)CO)C(=O)c2cccc(NC(=O)C3CC3)c2O[C@H]1CN(C)C(=O)Nc1ccc(F)cc1	-8	-8	-14	-3	4	4	1
Cc1ccc(CNC(=O)CCCn2nc(C)n3ccnc3c2=O)cc1	-1	3	-1	-3	6	/	-1
COc1ccc(OC)c(CNC(=O)CCC(=O)N2Cc3cccc(OC)c3Oc3ncccc32)c1	0	9	1	0	1	-10	-2
CC1CN(c2ccc([N+](=O)[O-])cc2C(=O)N2CCOCC2)CC(C)N1 (configuration not stated)	-11	/	-7	/	/	-9	/
CCn1c(CC(=O)Nc2ccc(C)cc2)n[nH]c1=S	-8	2	-17	-1	4	4	1
COC(=O)CN1C(=O)[C@H]2[C@@H](/C=C/c3ccccc3)N3C(=O)CN(Cc4ccc(-c5ccccc5)cc4)C(=O)[C@@]3(C)[C@H]2C1=O	-17	7	24	-3	-22	/	-5
O=C(CN1CCCCCC1)Nc1ccccc1Cl	16	-3	-4	0	2	/	-1
O=C(CCNC(=O)Cn1ccc2ccccc2c1=O)NCc1ccc(F)cc1Cl	23	7	-8	-4	-3	-6	-3
O=C(C[C@H]1CC[C@@H]2[C@H](COC[C@@H](O)CN2S(=O)(=O)c2ccc(F)cc2)O1)NCc1ccc(Cl)c(Cl)c1	-10	-2	9	-1	1	27	-2
O=C1CCCC(=O)C1CS(=O)(=O)c1ccccc1	-15	-3	2	-4	-16	3	10
CCCN1C[C@@H](C)[C@@H](OC)CN(C)C(=O)c2cc(NC(=O)COC)ccc2OC[C@H]1C	-4	/	1	/	0	2	/
C#CCOCCOCCOCCNc1nc(N2CCN(C(=O)[C@H]([C@@H](C)CC)n3cc(CCCCN)nn3)CC2)nc(N2CCN(C(=O)[C@H](C)n3cc(CCCN=C(N)N)nn3)CC2)n1	3	-7	-7	-5	-5	21	-52
COc1ccccc1NS(=O)(=O)c1cc(NC(=O)C2=NNC(=O)CC2)ccc1C	17	7	4	1	-20	13	-7

Only LGR2 antag, SIRT5 block and EWS-Fli block, for some of the entries so far:
canonical_smiles | LGR2 antag | SIRT5 block | EWS-Fli block
C[C@@H]1CN([C@@H](C)CO)C(=O)c2cccc(NC(=O)C3CC3)c2O[C@H]1CN(C)C(=O)Nc1ccc(F)cc1 | 4 | -3 | 4
Cc1ccc(CNC(=O)CCCn2nc(C)n3ccnc3c2=O)cc1 | / | -3 | 6

Following part:
compound	PAX8 inh HTS	DENV2 CPE rescue	ARNT-TACC3 inh	SIRT5 block	EWS-Fli block	LGR2 antag	Casp6 inh
CCOC(=O)N1CCN(C(=O)CSc2ccc(-c3ccccc3)nn2)CC1	-7	-3	24	-5	1	4	-1
CCCNC(=O)C[C@H]1CC[C@H]2[C@@H](COc3ccc(NC(=O)CCC)cc3C(=O)N2C)O1	0	-4	-3	0	1	1	0
C[C@H](CO)N1C[C@H](C)[C@H](CN(C)S(=O)(=O)c2ccc(Cl)cc2)Oc2c(NC(=O)c3ccncc3)cccc2C1=O	6	-20	2	0	8	/	-1
c1ccc(CNc2nc(NCc3ccco3)nc(N3CCOCC3)n2)cc1	25	-5	/	-1	14	-10	4
Cc1cccc(C)c1NC(=O)CN(C)C(=O)c1ccc(COc2ccccc2)cc1	-43	-1	/	-6	-26	-26	-3
CCOc1ccccc1NC(=O)CSc1nc2c(c(=O)n1C)SC(C)C2 (configuration not stated)	18	5	3	0	-10	/	1
COC(=O)C1=C(C)N(Cc2cccc(C(F)(F)F)c2)C(=NCc2ccc(OC)cc2)NC1c1ccccc1 (configuration not stated)	17	-1	/	/	27	?	20
CCOC(=O)C1(Cc2ccccc2)CCCN(Cc2ccc(OCC)c(CO)c2)C1 (configuration not stated)	11	0	-19	0	4	15	-3
C#C[C@]1(O)CC[C@H]2[C@@H]3CCc4cc(OC)ccc4[C@H]3CC[C@@]21C	-32	2	-1	0	-9	-10	0
CCN(CCn1cccn1)Cc1ccccc1OCC(O)CN1CCc2ccccc2C1 (configuration not stated)	12	-2	4	-2	2	12	-11
O=C(c1cnccn1)N1CC(=O)N2[C@H](C1)[C@@H](c1ccc(C#CC3CCCCC3)cc1)[C@@H]2CO	12	2	/	-11	-6	9	1
CCC(=O)Nc1ccc2c(c1)OC[C@@H](C)N(C(=O)c1cnccn1)C[C@H](C)[C@H](OC)CN(C)C2=O	-6	7	-9	-1	1	-9	0
CCC(Oc1ccccc1)C(=O)N1CCN(C(=O)C(CC)Oc2ccccc2)CC1 (configuration not stated)	/	19	8	5	7	-3	2
COc1ccc(C(=O)Nc2ccccc2C(=O)O)cc1NC(=O)C(c1ccccc1)c1ccccc1	-34	3	1	7	-10	-13	7
CCC(=O)Nc1nc2c(OC)ccc(C)c2s1	21	-2	0	3	1	-44	-1
Cc1cccc(-n2ccc(=O)c(C(=O)O)n2)c1	1	3	-8	-1	-1	6	2
C/C(=N/NC(=O)c1ccc2c(c1)OCCO2)c1ccc([N+](=O)[O-])cc1	-9	11	-2	-4	-9	4	3
COc1ccc(CCNC(=O)[C@H](C)NC(=O)N2CCn3c2nc2ccccc23)cc1OC	-13	7	-6	30*	/	14	1
Cc1noc(C)c1NC(=O)Nc1ccc2c(c1)C(=O)N([C@@H](C)CO)C[C@H](C)[C@H](CN(C)S(=O)(=O)c1cccs1)O2	/	5	0	-4	6	-12	0
CO[C@@H]1CN(C)C(=O)c2ccc(NS(=O)(=O)c3ccc(-c4ccccc4)cc3)cc2OC[C@@H](C)NC[C@@H]1C	-8	1	/	7	/	3	-3
CC(C)CC(NC(=O)OC(C)(C)C)c1cn([C@@H](CCC(=O)OC(C)(C)C)C(=O)N2CCN(C(=O)OC(C)(C)C)CC2)nn1 (some centres not stated)	-13	10	-4	9	-5	-8	-6
CC(C)(C)OC(=O)CNC(=O)c1[nH]cnc1C(=O)N[C@@H](Cc1ccccc1)C(=O)OCc1ccccc1	-2	-3	-3	2	-6	-3	-6
COc1cc(NC(=O)[C@@H]2CCCN2S(=O)(=O)c2cccc3cccnc23)cc(OC)c1OC	-1	-6	2	/	-8	5	/
O=C(NC1CCCC1)N1CC(=O)N2[C@H](CO)[C@H](c3ccc(-c4ccc(F)cc4)cc3)[C@@H]2C1	/	0	/	-2	/	11	0
COc1ccc2c3c([nH]c2c1)[C@H](CO)N(C(=O)Nc1ccc(F)cc1)CC31CN(C(=O)c2ccccc2F)C1	14	8	/	2	-2	15	0
COc1ccccc1-c1cnc(C(O)c2ccc(F)c(C)c2)[nH]1 (configuration not stated)	0	-3	/	/	0	14	3
COc1ccc(C(=O)NCCCN2CCOCC2)cc1	-32	3	-10	0	10	/	-5
CCN(CC)S(=O)(=O)c1ccc(OCC(=O)NC(=O)c2ccccc2OC)c([N+](=O)[O-])c1	5	?	-13	-2	7	-4	-3
CC1CCCC(C)N1C(=O)COc1cccc(Oc2ccccc2)c1 (configuration not stated)	5	-6	0	-1	-8	7	2
O=C(CN1CCN(S(=O)(=O)c2ccc(F)cc2)CC1)Nc1ccccc1C(=O)NC1CC1	9	-5	0	0	3	5	2
Cc1onc(-c2ccccc2Cl)c1C(=O)Nc1nnc(-c2ccc(Cl)cc2Cl)s1	5	-4	-10	-8	8	-7	-3
CCS(=O)(=O)c1ccc(C(=O)NC2CC2)c(Cl)c1Cl	10	-6	-3	-1	-13	-9	0
COc1ccc(C(OC(=O)c2ccco2)C(=O)NC2CCCC2)cc1OC (configuration not stated)	-12	3	-4	-2	1	3	0
CCN(CC)c1ccc(NS(=O)(=O)c2ccc(-c3ccc(=O)[nH]n3)o2)c(C)c1	2	6	-2	-3	-1	3	9
CCOc1ccc(N(CC(=O)Nc2cccc(C)c2C)S(=O)(=O)c2c(C)[nH]c(=O)[nH]c2=O)cc1	7	0	3	-6	-6	6	0
C[C@H](O)C#Cc1ccc([C@@H]2[C@@H](CO)N3CCCCN(C(=O)Nc4ccccc4)C[C@H]23)cc1	3	-5	-7	3	-7	-6	3
CNC[C@H]1Oc2c(NC(=O)Nc3ccc(C(F)(F)F)cc3)cccc2C(=O)N([C@H](C)CO)C[C@H]1C	9	7	0	0	-7	5	-1
CCOC(=O)c1ccccc1NC(=O)c1cccc2c1C(=O)N(C1CCN(C(=O)OCC)CC1)C2	21	14	0	-3	17	2	3
N#Cc1ccc(NCC(=O)Nc2ccc(S(=O)(=O)N3CCCCC3)cc2)cc1	0	0	4	-7	11	4	3
O=C(O)CCCNC(=O)C(c1ccccc1)c1ccccc1	164*!	?	-17&23	0	1	-9&8	0
O=C(C[C@H]1CC[C@H]2[C@@H](COC[C@H](O)CN2C(=O)Nc2ccc(Cl)c(Cl)c2)O1)NCc1ccc(F)cc1	4	13	5	-1	-9	6	0
CNS(=O)(=O)Cc1ccc2[nH]cc(CCN(C)C)c2c1	-23&4	1&-9	32&-3	1&-4	-9&-8	-30&7	-16&2
COc1cc(OC)nc(NC(=S)NC(=O)c2ccccc2)n1	26	2	26	-7	2	-7	-1
COc1ccc(CN(C)C[C@H]2Oc3ccc(NS(=O)(=O)c4cccs4)cc3CC(=O)N([C@H](C)CO)C[C@@H]2C)cc1	2	-9	/	9	7	-4	-1
O=C(NCCCN1CCOCC1)c1ccc2c(c1)N(Cc1cccc(Cl)c1)C(=O)c1ccccc1S2=O (configuration not stated)	20	-12	4	-1	/	4	0
COCC(=O)N(Cc1cc2ccc(C)cc2[nH]c1=O)c1ccccc1C	27	8	-4	11	-13	-6	-3
O=C(Cn1nnc(-c2ccccc2)n1)N/N=C/c1cccc([N+](=O)[O-])c1	-4	/	1	/	/	-6	/
CC(NC(=O)c1cccs1)C(S)c1ccccc1 (configuration not stated)	-1	6	-2	0	6	15	3
